Rab2A wt mod: modulators of GTP binding to Rab2A wildtype, primary screen, biochemical, dog, bead-based flow cytometry, multiplex; GST-Rab2 wt beads, Bodipy-GTP binding; GTP binding activity, % at 10 µM; Ras-related protein Rab-2A (Canis lupus familiaris), P61105; hit rate 0.19% among 190,000;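 active = GTP binding activity at least 20 points away from 100%, either lowered or raised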;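 note: 0% = beads with excess unlabeled GTP and 100% = no-compound control corrected for plate trend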
HRas wt GTP bind: modulators of GTP binding to HRas wildtype, primary screen, biochemical, bead-based flow cytometry, multiplex. hit rate 0.14% among 190,000. GTPase HRas (Homo sapiens), P01112. AID 759, 2007. GST-Ras wt beads, Bodipy-FL-GTP binding; actives lie on both sides. GTP binding activity, % at 10 µM;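 active = GTP binding activity at least 20% away from the 100% baseline, either lowered as inhibitor or raised as activator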;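 note: 0% = unlabeled GTP competition control and 100% = no-compound control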
Target sequence (P01112 whole entry, looked up): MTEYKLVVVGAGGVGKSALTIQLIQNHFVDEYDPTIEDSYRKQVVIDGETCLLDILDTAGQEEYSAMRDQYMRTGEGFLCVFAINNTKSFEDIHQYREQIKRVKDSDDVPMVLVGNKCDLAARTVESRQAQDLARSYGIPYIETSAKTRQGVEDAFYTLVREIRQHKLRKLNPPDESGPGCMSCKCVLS
Bim-Bcl-2: inhibitors of Bim-Bcl-2 binding, primary screen, biochemical, multiplexed, human Bcl-2 family; Apoptosis regulator Bcl-2 (Homo sapiens), P10415; Bead-based flow cytometry, Bim peptide-Bcl-2 binding; inhibition, % at 10 µM; hit rate 0.06% among 190,000; AID 950, 2007; in the data active = inhibition above about 40%;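 note: 0% = no compound wells with probe peptide and 100% = reference peptide inhibitor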
Target sequence (P10415 whole entry, looked up): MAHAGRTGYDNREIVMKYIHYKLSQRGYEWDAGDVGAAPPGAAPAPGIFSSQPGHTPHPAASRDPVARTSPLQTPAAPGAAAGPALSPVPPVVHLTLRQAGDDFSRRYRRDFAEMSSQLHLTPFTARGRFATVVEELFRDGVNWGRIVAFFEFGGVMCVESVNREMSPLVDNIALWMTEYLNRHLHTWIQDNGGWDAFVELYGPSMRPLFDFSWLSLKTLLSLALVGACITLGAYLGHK
Rac1 wt GTP bind: wildtype Rac1 GTP binding modulators, primary screen, biochemical, GST-Rac1 beads, flow cytometry, multiplex; fluorescent GTP binding; actives lie on both sides; 0 = cold GTP competed, 100 = untreated; GTP binding activity (% of control), % at 10 µM; hit rate 0.27% among 190,000; AID 757, 2007;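 active = GTP binding activity at least 20 points away from the 100% control level, either lower or higher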
Bcl-B Bim block: inhibitors of Bim-Bcl-B binding, primary screen, biochemical, multiplexed, human Bcl-2 family; bead-based flow cytometry, Bim peptide-Bcl-B binding; hit rate 0.073% among 190,000; AID 951, 2007; inhibition, % at 10 µM; Bcl-2-like protein 10 (Homo sapiens), Q9HD36;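 note: 0% = tracer peptide without compound and 100% = reference inhibitor peptide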
Target sequence (Q9HD36 whole entry, looked up): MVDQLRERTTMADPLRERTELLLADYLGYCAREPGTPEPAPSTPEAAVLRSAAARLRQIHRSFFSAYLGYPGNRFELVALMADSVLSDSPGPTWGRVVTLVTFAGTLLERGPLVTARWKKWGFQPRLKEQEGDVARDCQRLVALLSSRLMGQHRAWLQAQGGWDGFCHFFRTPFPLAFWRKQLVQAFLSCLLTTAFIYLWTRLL
Cdc42 wt: modulators of GTP binding to wildtype Cdc42, primary screen, biochemical, multiplex bead flow cytometry, Bodipy-GTP; Cell division control protein 42 homolog (Homo sapiens), P60953; percent activity (GTP binding), % at 10 µM; AID 761, 2007; GST-Cdc42 beads; actives lie on both sides; hit rate 0.2% among 190,000;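 active = percent activity GTP binding at least 20 points away from the 100% baseline, either down as inhibitor or up as activator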;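 note: median bead fluorescence of bound Bodipy-FL-GTP at 100 nM; 0% = excess unlabeled GTP control and 100% = no compound control; below 100% means less GTP binding so inhibitor and above means activator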
Target sequence (P60953 whole entry, looked up): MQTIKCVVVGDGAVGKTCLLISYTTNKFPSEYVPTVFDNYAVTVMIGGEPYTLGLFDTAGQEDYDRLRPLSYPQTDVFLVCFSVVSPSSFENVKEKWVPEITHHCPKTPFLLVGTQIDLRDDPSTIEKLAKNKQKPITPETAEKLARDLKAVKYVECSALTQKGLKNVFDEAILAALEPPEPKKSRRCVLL
Rac1 act GTP bind: GTP binding modulators of activated mutant Rac1, primary screen, biochemical, bead-based flow cytometry, multiplex, fluorescent GTP; GST-Rac1 activated beads; actives lie on both sides; 100% means binding = to untreated wells; AID 764, 2007; percent activity (GTP binding), % at 10 µM; hit rate 0.11% among 190,000;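 active = GTP binding at least 20 percentage points away from the 100% baseline, in either direction, so actives lie on both sides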
Bim-Bfl-1: inhibitors of Bim binding to Bfl-1, primary screen, biochemical, multiplexed, bead-based flow cytometry; hit rate 0.12% among 190,000; Bim-Bfl-1 binding inhibition; Bcl-2-related protein A1 (Homo sapiens), Q16548; inhibition, % at 10 µM;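 note: 0% = wells without compound plus tracer and 100% = blocker peptide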
Rab7 wt GTP bind: modulators of GTP binding to Rab7, primary screen, biochemical, wildtype, multiplex bead flow cytometry | Rab7 GTPase wild type (dog), Bodipy-FL-GTP binding | GST-Rab7 beads, fluorescent GTP binding; actives lie on both sides; untreated = 100%, excess cold GTP = 0% | GTP binding activity (percent of control), % at 10 µM | hit rate 0.055% among 190,000;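 active = fluorescent GTP binding to Rab7 beads changed by at least 20 points from the 100% baseline, either direction, mostly lower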;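 note: median green fluorescence of bound Bodipy-FL-GTP per Rab7 bead population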
Bcl-W Bim block: inhibitors of Bim binding to Bcl-W, primary screen, biochemical, multiplexed, bead-based flow cytometry; Bcl-2-like protein 2 (Homo sapiens), Q92843; Bim peptide-Bcl-W binding; inhibition, % at 10 µM; hit rate 0.02% among 190,000; AID 952, 2007;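 note: 0% = bound tracer without compound and 100% = peptide blocker; higher means less fluorescent Bim peptide bound to Bcl-W beads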
Target sequence (Q92843 whole entry, looked up): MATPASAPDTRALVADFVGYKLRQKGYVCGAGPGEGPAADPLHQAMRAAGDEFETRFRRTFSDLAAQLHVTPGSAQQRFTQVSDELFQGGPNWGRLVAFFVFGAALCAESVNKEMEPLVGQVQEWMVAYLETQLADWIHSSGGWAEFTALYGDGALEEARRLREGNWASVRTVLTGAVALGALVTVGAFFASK
Bcl-XL Bim block: inhibitors of Bim-Bcl-XL binding, primary screen, biochemical, multiplexed, bead flow cytometry, human Bcl-XL | Bcl-2-like protein 1 (Homo sapiens), Q07817 | Bim peptide-Bcl-XL binding, fluorescence | inhibition, % at 10 µM | hit rate 0.04% among 190,000
* hit, by the source's call. Cut-off read from the data, not from the text of the source, unless noted: active = inhibition above about 40%.

SMILES | Rab2A wt mod | HRas wt GTP bind | Bim-Bcl-2 | Rac1 wt GTP bind | Bcl-B Bim block | Cdc42 wt | Rac1 act GTP bind | Bim-Bfl-1 | Rab7 wt GTP bind | Bcl-W Bim block | Bcl-XL Bim block
CN(C)C(=O)c1cn(-c2ccccc2)c(=O)c2ccccc12 | 107 | 106 | -1 | 104 | -4 | 104 | 101 | 0 | 104 | 0 | -2
O=C(NCCC(c1ccccc1)c1ccccc1)c1cnc2sccn2c1=O | 95 | 96 | 2 | 95 | -3 | 95 | 92 | 6 | 100 | 6 | 0
O=C(NNC(=O)c1cccc(Br)c1)Nc1ccc(Cl)cc1 | 97 | 94 | -3 | 93 | -1 | 93 | 92 | -6 | 103 | 1 | -2
CCCCNC(=O)NS(=O)(=O)c1cnccc1Sc1ccc(Cl)cc1 | 96 | 95 | -2 | 96 | -1 | 95 | 98 | 0 | 93 | -1 | -3
CC1(C)CC(=O)C=C(C(=O)N2CCCC(CCC(=O)NCc3ccccc3F)C2)O1 (stereo not given) | 101 | 98 | -6 | 99 | -4 | 96 | 96 | -7 | 107 | -1 | -3
CCC(=O)Nc1c(C)nn(C(=O)CC)c1C | 102 | 99 | 1 | 105 | -1 | 99 | 97 | 0 | 98 | 1 | -3
CCOC(=O)c1c(NC(=O)Cn2cnc([N+](=O)[O-])n2)sc2c1CCCC2 | 97 | 100 | -9 | 103 | -17 | 100 | 98 | -9 | 101 | -4 | -5
Cc1[nH]c2ccccc2c1C(=O)CN1C(=O)C(=O)N(Cc2ccco2)C1=O | 93 | 95 | -4 | 95 | -5 | 94 | 94 | -6 | 97 | 0 | -1
CCCCOC(=O)c1nc[nH]c1C(=O)OCCCC | 100 | 100 | 2 | 104 | -1 | 99 | 99 | 0 | 102 | 0 | -1
NC(=O)c1c(N)sc(=S)n1CC1CCCO1 (stereo not given) | 99 | 99 | 3 | 101 | -1 | 100 | 99 | -2 | 101 | -3 | -3
Cc1ccc(C(=O)Nc2ccc(Br)c(C(F)(F)F)c2)cc1 | 99 | 101 | -2 | 100 | -1 | 101 | 98 | -4 | 100 | -3 | 0
Cc1cc(C)nc(SCc2nnc(SCC(=O)Nc3ccc(C)c(C)c3)n2Cc2ccco2)n1 | 99 | 99 | -1 | 97 | -1 | 99 | 95 | -1 | 99 | 0 | -1
CSc1nc2cc(S(=O)(=O)N3CCOCC3)ccc2s1 | 97 | 97 | -7 | 97 | -6 | 100 | 98 | -12 | 99 | -2 | -1
CCC(C)NC(=O)c1ccccc1-c1nc2ccccc2[nH]1 (stereo not given) | 103 | 98 | -4 | 101 | -1 | 102 | 96 | -4 | 106 | -2 | -6
C/C(=N\NC(=O)c1ccccc1)c1ccc(-n2ccnc2)cc1 | 100 | 100 | -1 | 102 | -9 | 95 | 98 | -8 | 101 | -3 | -10
CCOC(=O)c1c(N)sc(C(=O)Nc2ccccc2F)c1C | 95 | 91 | 2 | 90 | 5 | 95 | 94 | -1 | 94 | 0 | 0
COc1cccc(C(=O)N2CCC(N3CC(C)OC(C)C3)CC2)c1 (stereo not given) | 102 | 103 | 0 | 105 | -2 | 101 | 104 | 0 | 104 | 0 | -1
CCOc1ccc(S(=O)(=O)N(CC)CC)cc1NS(=O)(=O)c1ccc(F)c(F)c1F | 98 | 99 | -4 | 98 | -4 | 99 | 97 | -3 | 101 | -1 | -4
CCOC(=O)C1=CN(c2cccc(F)c2)C=C(C(=O)OCC)C1c1cc(OC)c(O)c([N+](=O)[O-])c1 | 91 | 92 | -12 | 91 | -5 | 93 | 91 | -11 | 92 | 1 | -9
O=c1c2ccccc2cnn1-c1ccc2ccccc2c1 | 104 | 105 | -11 | 107 | -12 | 106 | 101 | -10 | 100 | -2 | -5

Reprinted from the part before: 4 entries; new compounds follow.
SMILES | Rab2A wt mod | HRas wt GTP bind | Bim-Bcl-2 | Rac1 wt GTP bind | Bcl-B Bim block | Cdc42 wt | Rac1 act GTP bind | Bim-Bfl-1 | Rab7 wt GTP bind | Bcl-W Bim block | Bcl-XL Bim block
COc1cccc(C(=O)N2CCC(N3CC(C)OC(C)C3)CC2)c1 (stereo not given) | 102 | 103 | 0 | 105 | -2 | 101 | 104 | 0 | 104 | 0 | -1
CCOc1ccc(S(=O)(=O)N(CC)CC)cc1NS(=O)(=O)c1ccc(F)c(F)c1F | 98 | 99 | -4 | 98 | -4 | 99 | 97 | -3 | 101 | -1 | -4
CCOC(=O)C1=CN(c2cccc(F)c2)C=C(C(=O)OCC)C1c1cc(OC)c(O)c([N+](=O)[O-])c1 | 91 | 92 | -12 | 91 | -5 | 93 | 91 | -11 | 92 | 1 | -9
O=c1c2ccccc2cnn1-c1ccc2ccccc2c1 | 104 | 105 | -11 | 107 | -12 | 106 | 101 | -10 | 100 | -2 | -5
CC(C)OC(=O)CSc1nnc(-c2ccncc2)n1N | 98 | 98 | -5 | 101 | -6 | 100 | 99 | -11 | 98 | 1 | 1
COc1ccc2[nH]c3c(N4CCN(Cc5ccc6c(c5)OCO6)CC4)ncnc3c2c1 | 86 | 88 | 0 | 95 | 3 | 88 | 94 | 0 | 94 | 1 | 7
COc1ccc(NC(=O)c2cc3cccc(OC)c3oc2=Nc2ccc(C(=O)O)cc2)cc1OC | 88 | 87 | 0 | 88 | 1 | 86 | 86 | 7 | 94 | 4 | 1
Cc1ccc(NS(=O)(=O)c2cc(-c3n[nH]c(=O)c4ccccc34)ccc2C)cc1 | 99 | 96 | 0 | 100 | -9 | 100 | 100 | -2 | 99 | -2 | -8
Cc1cc(-c2cc(C(=O)O)c3ccccc3n2)c(C)s1 | 88 | 88 | 0 | 88 | 4 | 85 | 86 | 7 | 91 | 1 | 0
CCOc1cc(N2CCOCC2)c(OCC)cc1NC(=O)CSc1ncn[nH]1 | 96 | 94 | 3 | 94 | 0 | 93 | 91 | 5 | 99 | -2 | -1
CCc1nnc(NC(=O)c2ccc(S(=O)(=O)N(C)c3ccccc3)cc2)o1 | 97 | 95 | 3 | 95 | 4 | 90 | 94 | 6 | 109 | -2 | 0
O=C(O)C1OC(Oc2c(-c3ccc(O)c(O)c3)oc3cc(O)cc(O)c3c2=O)C(O)C(O)C1O (stereo not given) | 98 | 99 | 1 | 102 | -2 | 101 | 94 | 1 | 100 | 0 | -1
Cc1cc(C)c([N+](=O)[O-])cc1NCC(=O)N1CCN(c2ccccc2)CC1 | 98 | 96 | -5 | 100 | -2 | 97 | 93 | -2 | 96 | -3 | -3
CC(C)(C)NC(=O)C(c1ccncc1)N(Cc1ccco1)C(=O)c1ccc(-c2ccccc2)[nH]1 (stereo not given) | 97 | 94 | 0 | 96 | -6 | 96 | 92 | 0 | 91 | -1 | 0
CCCCCn1c(=NC(=O)c2ccco2)c(C(=O)OCC)cc2c(=O)n3ccccc3nc21 | 98 | 99 | -7 | 100 | -6 | 102 | 99 | -9 | 98 | 0 | 0
CCOC(=O)C1=C(C)NC(C)=C(C(=O)OCC)C1 | 95 | 96 | 3 | 96 | -3 | 98 | 93 | -1 | 98 | -1 | 0
COc1ccc(CCn2c(=S)[nH]c3cc(C(=O)N4CCOCC4)ccc3c2=O)cc1OC | 97 | 99 | -1 | 103 | -10 | 95 | 95 | -4 | 95 | -3 | -6
CCC(NC(=O)C1(C)CC1(Br)Br)c1ccc(C)cc1 (stereo not given) | 96 | 99 | -1 | 100 | -4 | 98 | 98 | -8 | 97 | -2 | -4
CCOc1ccccc1NC(=O)C(OC(=O)c1ccc(CC)cc1)c1ccccc1 (stereo not given) | 103 | 106 | 2 | 108 | -4 | 104 | 100 | -2 | 104 | -1 | -3
COC(=O)c1ccc(C(NC(=O)OCc2ccccc2)/C(F)=C/[C@@H](C)C(=O)NCc2ccc(OC)c(OC)c2)cc1 (stereo not given in full) | 98 | 99 | -1 | 103 | -5 | 102 | 97 | 0 | 99 | -1 | -4
COc1ccc(CC(=O)O/N=C(\N)c2cccc([N+](=O)[O-])c2)cc1 | 100 | 102 | -2 | 103 | -7 | 101 | 101 | -5 | 97 | -7 | -9
Cc1ccc2cc(C(=O)O)c(C)nc2c1 | 105 | 102 | 0 | 100 | -1 | 102 | 101 | 3 | 104 | 3 | 2
N#Cc1c2n(c3c(=O)n(Cc4ccccc4)cnc13)CCCC2 | 101 | 99 | -9 | 99 | -8 | 100 | 100 | -6 | 99 | 0 | -8
Cc1cc(C)n(-c2nc3ccccc3nc2N2CCN(C(=O)c3ccc(F)cc3)CC2)n1 | 106 | 106 | -6 | 108 | -11 | 107 | 100 | -10 | 105 | 5 | -8
COc1ccc(S(=O)(=O)N(CCCN2CCCC2=O)Cc2cc3cc(C)c(C)cc3[nH]c2=O)cc1 | 99 | 96 | -7 | 98 | 0 | 99 | 98 | 1 | 98 | -1 | -3
O=C(NCc1ccco1)c1nn(-c2ccccc2)c(=O)c2ccccc12 | 98 | 101 | -5 | 99 | -6 | 104 | 95 | -8 | 99 | 3 | -3
Cc1noc(C)c1COc1cccc(C(=O)Oc2ccc3c(c2)OCO3)c1 | 102 | 102 | -3 | 102 | -3 | 102 | 99 | 0 | 100 | 0 | -2
COC(=O)CSc1nccc(-c2cccs2)n1 | 96 | 100 | -3 | 99 | 0 | 95 | 94 | -6 | 106 | -1 | -1
Cc1nc(-c2ccc3c(c2)OCO3)cs1 | 107 | 105 | -9 | 108 | -6 | 106 | 102 | -11 | 106 | 2 | -4
CCCc1ccc(OCC(=O)O)cc1 | 97 | 98 | -11 | 94 | -7 | 94 | 92 | -12 | 99 | -1 | 0
O=c1c(Cl)c(N/N=C/c2ccc(Cl)cc2)cnn1-c1ccccc1 | 98 | 100 | -7 | 101 | -5 | 99 | 98 | -17 | 100 | -1 | -7
COc1nc(-c2cccs2)cc(-c2ccc(C)cc2)c1C#N | 101 | 102 | -5 | 105 | -9 | 103 | 101 | -13 | 103 | 1 | -3
O=C(CSc1nc2c(c(C(F)(F)F)n1)CCc1ccccc1-2)NCc1ccco1 | 98 | 97 | -1 | 101 | 1 | 93 | 96 | 2 | 94 | 2 | 1
CCOc1cc(/C=N\NC(=O)Cn2nc([N+](=O)[O-])cc2C)ccc1OCc1cccc2ccccc12 | 97 | 102 | -5 | 110 | -4 | 104 | 98 | -8 | 100 | 5 | -3
Cc1nc(-c2ccc(S(=O)(=O)N3CCCCCC3)cc2)cs1 | 103 | 104 | -5 | 112 | -6 | 100 | 98 | -11 | 103 | 3 | 0
c1ccc(OCCCN2CCCC2)cc1 | 98 | 100 | 0 | 103 | -3 | 100 | 99 | -1 | 98 | 3 | 0

From PubChem
